# KCNH2 3.1 inh: KCNH2 3.1 (human) potassium channel inhibition. U2OS KCNH2 3.1, thallium flux FluxOr; stronger effect = lower value. activity change, % (tested at about 1.8 µM). 0.95% of 340,000 active;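 active = maximum activity change below -70%; inconclusive = maximum activity change from -70% to -50%; inactive = maximum activity change above -50%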;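 also: thallium influx rate constant from kinetic fluorescence after stimulation buffer; % is scaled to controls: 0 for no effect and ±100 for the full control effect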
#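 Thallium flux read-out: FluxOr dye with Red40 quencher in HBSS/HEPES, 45 min at RT. Rate constants from kinetic reads were normalized to positive and negative DMSO controls. Cells: U2OS virally expressing the 3.1 isoform.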
# ELG1 repair inh: blocks ELG1-dependent DNA repair in HEK293T cells | HEK293T ELG1-luciferase reporter, luminescence, 16 h; DNA damage induced by 5-fluorouridine | Potency, µM (top dose mostly 46.1 µM), for the others: at the highest dose activity change, negative = inhibition, most hits filed as inhibitors | 2.3% of 330,000 active; also: potency is read from the fitted curve at half-maximal effect; % is scaled to controls: 0 for no effect and ±100 for the full control effect; nearly all actives have a fitted effect of over 55% in size
#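 5-Fluorouridine DNA damage + compound/DMSO, 2,000 cells/well, 16 h, 37 °C/5% CO2. ONE-Glo, 30 min RT, luminescence. Readout = decrease in reporter signal.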
# TCR activator: activators of T cell receptors | primary human leukocytes, anti-CD3, IL-2 HTRF, 48 h | 330,000 tested, under 10 active | AID 504894 | Potency, µM (series often up to 9.22 µM), for inactives: at the top dose activation of IL-2 secretion, most hits filed as activators; also: % of control where 0% means no effect
#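 TCR engagement came from a-CD3 beads alone, with compounds added to primary human leukocytes for 48 hr. Secreted IL-2 bridged europium cryptate- and d2-labelled anti-IL-2 antibodies, giving FRET emission at 665nm after 320nm excitation.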
# TRPV1 agonist: human TRPV1 agonism; TRPV1-expressing cells, Fluo-8 calcium influx, agonist mode; 0.19% of 320,000 active; activation, % at 8.33 µM; Q8NER1; in the data active = activation above about 80%; inconclusive = between about 30% and that limit; also: 0% is about no effect
#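 TRPV1-expressing cells were cultured overnight at 35.5C and loaded with Fluo-8 calcium dye for 40 to 90 min at room temperature. After a 10 s baseline, compound was added and calcium influx was read kinetically for 3 min (ex 480/em 520 nm).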
# USP2a block: inhibitors of human ubiquitin-specific protease USP2a; Potency, µM (highest dose often 38.3 µM), for the others: top-dose activity change, negative = inhibition, hits mostly inhibitors; 0.01% of 330,000 active; USP2 core, Ub-CHOP2 coupled fluorogenic reporter, 485/531; O75604; AID 463254;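 also: potency is read from the fitted curve at half-maximal effect; plate controls were DMSO wells for no effect and full inhibition by NEM control for full effect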
# Target sequence (O75604 whole entry, looked up): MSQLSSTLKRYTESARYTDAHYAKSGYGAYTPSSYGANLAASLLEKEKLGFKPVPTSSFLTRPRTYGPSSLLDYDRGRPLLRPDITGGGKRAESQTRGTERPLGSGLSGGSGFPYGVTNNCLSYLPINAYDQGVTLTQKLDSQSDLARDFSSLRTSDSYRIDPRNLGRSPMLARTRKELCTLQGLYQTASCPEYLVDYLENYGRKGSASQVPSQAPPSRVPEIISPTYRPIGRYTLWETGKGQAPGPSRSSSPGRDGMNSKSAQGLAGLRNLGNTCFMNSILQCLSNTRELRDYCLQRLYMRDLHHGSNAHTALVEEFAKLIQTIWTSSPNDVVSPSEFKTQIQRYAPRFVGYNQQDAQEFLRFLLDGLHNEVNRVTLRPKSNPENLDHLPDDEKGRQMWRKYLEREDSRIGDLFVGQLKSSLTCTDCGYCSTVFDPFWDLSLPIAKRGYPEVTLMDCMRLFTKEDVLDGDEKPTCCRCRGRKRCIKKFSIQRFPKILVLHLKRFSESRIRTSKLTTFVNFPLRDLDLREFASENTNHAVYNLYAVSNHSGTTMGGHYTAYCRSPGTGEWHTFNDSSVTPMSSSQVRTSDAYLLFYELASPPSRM
#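 USP2 core (10nM final) preincubated 30min RT with compound in 20mM Tris-HCl pH 8.0, 2mM CaCl2, 2mM beta-mercaptoethanol, 0.05% CHAPS; 25nM Ub-CHOP2 plus 25nM reporter substrate added, fluorescence (Ex485/Em531) read after 60min.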
# Eya2 phos inh: Eya2 (human) phosphatase inhibition. Potency, µM (highest dose often 76.9 µM), for inactives: at the top dose activity, negative = inhibition, most hits filed as inhibitors. O00167. 0.006% of 330,000 active. recombinant Eya2, OMFP fluorescence dephosphorylation (OMFP is methylfluorescein phosphate); also: potency is read from the fitted curve at half-maximal effect; % is scaled to controls: 0 for no effect and ±100 for the full control effect
#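 Eya2 (0.2 uM) preincubated 10 min at ambient with compound, then OMFP substrate added at 50 uM; 10 min reaction in 50 mM HEPES pH 7.5, 50 mM NaCl, 5 uM MgCl2, 0.05% BSA, 1 mM DTT. Fluorescence read at Ex 485/Em 525 nm.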
# Mito fusion yeast: inhibitors of mitochondrial division or activators of mitochondrial fusion. 0.23% of 320,000 active. S. cerevisiae fusion-defective mutant growth rescue, CellTiterGlo 48 h. Potency, µM (series often up to 46.1 µM), without a hit: at the highest dose growth rescue (activation), actives largely listed as activators;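 also: potency is read from the fitted curve at half-maximal effect; % of control where 0% means no effect; nearly all actives have a fitted effect of over 45% in size; temperature-sensitive fusion mutants such as fzo1-1 at 37 °C on non-fermentable ethanol glycerol medium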
#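 Compounds are tested for their ability to restore growth of mitochondrial fusion-defective yeast strains at non-permissive 37C in YPEG medium over 48 hours. Viability is quantified by luciferase luminescence.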
# hERG WT inh: KCNH2 (human, wildtype) channel inhibition; Q12809; U2OS, BacMam KCNH2, thallium flux FluxOr; stronger effect = lower value; activity change, % at 1.84 µM; 0.37% of 340,000 active; AID 720551;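 active = maximum activity change below -70%; inconclusive = maximum activity change between -70% and -50%; inactive = maximum activity change above -50%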; also: % is scaled to controls: 0 for no effect and ±100 for the full control effect
#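 U2OS cells were transduced with wild-type KCNH2 virus (2.03 x 10^8 / mL) for 4 h at room temperature, then cultured overnight at 37 C. Thallium flux was read with FluxOr dye. Rate constants were normalized to DMSO controls.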
# TSHR antagonist: antagonists of human thyroid stimulating hormone receptor. activity change, negative = inhibition, % at 11.5 µM. 0.2% of 330,000 active. P16473. AID 504810. TSHR-expressing cells, TSH-stimulated cAMP HTRF, 2 h; stronger effect = lower value;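 active = activity change below a set negative limit, meaning inhibition stronger than a set level, cut at about -70% in these data; inconclusive = activity change between two set negative limits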; also: % is scaled to controls: 0 for no effect and ±100 for the full control effect
#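 Competitive HTRF cAMP read-out (cryptate anti-cAMP antibody, cAMP-d2; 30 min, room temperature) in freshly harvested TSHR cells. Compounds added before TSH at EC80 (4nM final), followed by 2 hours' incubation at 37 deg C.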
# AT treatment: potential ataxia-telangiectasia treatments restoring KAP-1 phosphorylation | 0.19% of 320,000 active | […] A-T fibroblasts, KAP-1 phosphorylation AlphaLISA; neocarzinostatin DNA damage 30 min before lysis | Potency, µM (titrated, usually from 57.5 µM), inactives show at the highest dose activation, most hits filed as activators; also: potency is read from the fitted curve at half-maximal effect; % of control where 0% means no effect; nearly all actives have a fitted effect of over 45% in size
#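 ATM-like activity read as KAP-1 phosphorylation via AlphaLISA donor/acceptor antibody pairs after lysis and 6 hr at 25C. Cells were ATM-null patient fibroblasts ([…], hTERT), dosed 60 min, then exposed to the DSB inducer NCS for 30 min.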
# * marks the source's active call; other numbers are inactive results; ? = inconclusive; · = no result given; [ ] = remark or other dose. Unless noted, calls follow the shape of the dose curve; as a rule, active = well fitted curve in the direction sought with a large enough effect; inconclusive = small, poorly fitted or top-dose-only effect, or another doubt; inactive = no such curve, though single readings can be large; an effect the other way counts as inactive or inconclusive.
SMILES,KCNH2 3.1 inh,ELG1 repair inh,TCR activator,TRPV1 agonist,USP2a block,Eya2 phos inh,Mito fusion yeast,hERG WT inh,TSHR antagonist,AT treatment
Cc1nc(CN2CCN(C(=O)c3ccc(Br)cc3)CC2)cs1,16,10%,9%,2,-1%,5%,-7%,-5,-4,4%
Cc1cc(N(C)Cc2ccccc2)nc2cc(O)ccc12,6,3%,-13%,0,3%,0%,14%,-4,0,6%
COc1ccccc1NS(=O)(=O)c1cccc(NC(=S)NCCN2CCOCC2)c1,5,1%,0%[46.1 µM],3,4%,1%,-4%,-3,-1,10%
O=C(Cc1ccc([N+](=O)[O-])cc1)Nc1cccc(C(=O)N2CCCCC2)c1,2,?,7%,·,0%,-17%,·,-10,-17,3%
O=S(=O)(c1ccc(Cl)cc1)N1CCN(c2ncnc3sccc23)CC1,1,?,-65%,·,-1%,-17%,·,0,-43,4%
CCN1CCN(CCCN(Cc2ccco2)C(=S)Nc2ccc(C)c(Cl)c2)CC1,-39,-1%,3%,7,6%,-15%,27%,50,-4,-5%
COc1cccc(C=NCCCN=Cc2cccc(OC)c2O)c1O,0,-21%,-4%,1,1%,3%,-10%,-16,-8,-3%
O=Cc1ccc(OC(=O)c2cccnc2)cc1,-2,9%,-3%,1,-4%,-3%,1%,2,9,-1%
Cc1ccc(C)c(N2CCN(C(=O)C3CCCN(c4ncnc5c4nc4n5CCCCC4)C3)CC2)c1 (stereo not drawn),3,13µM*,-13%,?,-2%,-1%,?,21,-21,1%
O=C(c1ccc2ccccc2n1)N1CCN(c2ccccn2)CC1,7,17%,5%,4,2%,7%,-13%,-4,6,2%
COC(=O)c1cc(Br)c(=O)n(-c2ccccc2OC)c1,0,-2%,1%,8,3%,2%,2%,-16,5,4%
CCOC(=O)c1c(CC(C)C)csc1NC(=O)COC(=O)c1cc(OC)c(OC)cc1[N+](=O)[O-],2,3%,6%[46.1 µM],-2,2%,-15%,-10%,-11,-4,-1%
CC(C)CN(CCNC(=O)CC1Oc2ccccc2NC1=O)CC(C)C (stereo not drawn),3,7%,9%,10,3%,-8%,-3%,-12,16,6%
CC(C)(C)C(=O)Nc1nc(-c2ccc3c(c2)OCO3)cs1,-4,?,0%,30,-1%,-28%,16%,1,-17,·
COc1ccc(C(=O)NCc2nnc(SCC(=O)NC3CCCC3)o2)cc1,7,?,-7%,1,-4%,-9%,4%,3,16,-2%
CCC(C)NC(=O)Cn1c(=O)n(CCCCCC(=O)Nc2ccccc2)c(=O)c2sccc21 (stereo not drawn),19,?,-3%,-2,-6%,-7%,-5%,31,10,2%
Cc1cc(C(=O)NCCN2CCN(c3cccc(Cl)c3)CC2)n(-c2ccccc2)n1,-27,8.2µM*,8%[46.1 µM],3,-3%,-17%,17%,38,19,18%
c1ccn(-c2ccc(-c3ccn[nH]3)cc2)c1,1,?,-7%,3,13%,-27%,?,·,-10,-3%
O=[N+]([O-])c1cc(S(=O)(=O)NCCc2ccccn2)ccc1Cl,3,3%,2%,1,1%,0%,1%,-8,-3,-6%
O=C(CN(c1cccc(C(F)(F)F)c1)S(=O)(=O)c1ccc(Cl)c([N+](=O)[O-])c1)NCc1ccccc1Cl,-19,?,6%[46.1 µM],?,-1%,-1%,0%,12,-23,-3%
Nc1cc(C(=O)O)ccc1N1CCCCC1,1,?,3%[46.1 µM],-1,3%,7%,4%,-2,-1,-1%
CC(=O)CCc1c(C)c2cccc(C)c2[nH]c1=O,17,6%,-9%,-1,-1%,11%,8%,14,-11,-7%
O=S(=O)(Nc1ccc(-c2ccc3nncn3n2)cc1)c1ccccc1Cl,1,8%,8%,-6,-2%,17%,7%,-1,10,-2%
COc1ccc(C(C)=O)cc1COC(=O)CCC(=O)N(CC(C)C)c1c(N)n(CC(C)C)c(=O)[nH]c1=O,-8,15%,-1%,2,0%,-5%,-1%,-33,38,14%
COc1ccc(-c2nc(CSCC(=O)NCC3CCCO3)c(C)o2)cc1OC (stereo not drawn),-7,25%,3%,1,5%,-11%,0%,1,10,-2%
# (more compounds)
SMILES,KCNH2 3.1 inh,ELG1 repair inh,TCR activator,TRPV1 agonist,USP2a block,Eya2 phos inh,Mito fusion yeast,hERG WT inh,TSHR antagonist,AT treatment
Cc1cc(C)n2nc(SCC(=O)N3CCCC(C)C3)nc2n1 (stereo not drawn),-6,?,-9%[46.1 µM],·,1%,2%,·,-8,33,-11%
NS(=O)(=O)c1ccc(NNC(=O)c2ccc(Br)o2)c([N+](=O)[O-])c1,3,-11%,10%[46.1 µM],·,-1%,1%,·,-14,-4,-28%
COc1ccc(Nc2nc3cc(C)ccc3cc2C#N)cc1,22,14%,-6%,3,2%,-18%,0%,3,5,0%
Cc1csc2nc(O)c(C(=O)NCCCN3CCCC3=O)c(=O)n12,2,13%,3%,2,-1%,23%,-1%,-6,-3,-2%
COc1ccc(S(=O)(=O)NNC(=O)Nc2ccc(F)cc2F)c(OC)c1,·,5%,6%,4,-1%,-11%,3%,-16,-8,3%
COc1ccc(COC(=O)C2=C(C)NC(=O)NC2c2ccc(O)c(OC)c2)cc1 (stereo not drawn),2,-21%,2%,·,1%,-6%,0%,4,20,9%
O=C(NCc1ccc(OC(F)(F)F)cc1)C1CC2Cn3c(nc4ccccc43)C2N1Cc1ccccc1 (stereo not drawn),-98*,-12%,-3%,2,2%,-9%,0%,-76*,-10,4%
O=C(NCC1CCCO1)c1cnn2c(C(F)F)cc(C3CC3)nc12 (stereo not drawn),25,6%,4%,-4,-1%,5%,2%,0,3,-7%
CCC(NC(=O)CCc1ccccc1)c1ccccc1 (stereo not drawn),4,13%,-18%,3,3%,-3%,0%,-6,9,4%
CCc1nnc(NC(=O)CCC(=O)N2CCN(Cc3cc(Cl)ccc3OC)CC2)s1,-3,-2%,5%,-1,-2%,-5%,1%,-1,1,-2%
O=C(CSc1nnc2ccc(-c3cccnc3)nn12)Nc1ccccc1F,0,2%,4%,-4,6%,-32%,-4%,11,2,-2%
CCC(=O)Nc1cccc(NC(=S)NC(=O)Cc2ccccc2)c1,-1,?,-1%,0,3%,-5%,-1%,-2,-2,0%
O=C(COC(=O)Cc1ccc(S(=O)(=O)N2CCOCC2)s1)Nc1ccccc1Cl,17,-2%,1%,·,0%,-9%,·,-19,-5,1%
CS(=O)(=O)N1CCc2cc(C(=O)N3CCN(c4ccc(F)cc4)CC3)ccc21,0,2%,6%,25,3%,-3%,9%,14,-7,-7%
COc1ccc(/C=N\NC(=O)C2=NNC(=O)C2C)cc1 (stereo not drawn),23,?,9%,·,2%,-11%,0%,-2,2,0%
O=C(NC1CCN(C(=O)c2cccs2)CC1)c1ccccc1,-13,-3%,2%,1,-1%,5%,-2%,-3,-8,-3%
O=C(Cn1nc(C(F)F)cc1C(F)F)N/N=C/c1ccc2c(c1)OCO2,8,-6%,4%,·,1%,-24%,2%,1,-3,-1%
COc1ccc(C)cc1S(=O)(=O)NC(C)C(=O)Nc1ccc2c(c1)OCO2 (stereo not drawn),-32,11%,14%,-1,2%,3%,12%,2,4,3%
CCC1CCCCN1CCCNC(=O)COc1cc(=O)n(C)c2ccccc12 (stereo not drawn),18,?,3%,-1,3%,5%,1%,-2,5,1%
CCCNc1nc(-c2cc(-c3ccc(Cl)cc3)on2)cc(C(C)C)n1,3,-2%,-1%,2,6%,1%,-13%,-5,-7,26%
COC(=O)CN1C(=O)C(O)=C(C(C)=O)C1c1ccc([N+](=O)[O-])cc1 (stereo not drawn),0,19%,2%,2,4%,?,2%,21,13,-2%
COc1cc(/C=N/n2cc(-c3ccccc3)[nH]c2=S)cc(OC)c1O,2,-3%,-2%,4,2%,-12%,0%,-4,-12,-6%
Cc1cc(Cl)ccc1OCc1nc(-c2ccncc2)no1,0,?,0%,5,2%,-1%,12%,1,-7,8%
O=C(c1cccc(Cl)c1)N1CCC(c2nc3ccccc3[nH]2)CC1,9,?,1%,-7,-7%,5%,?,-3,-5,6%
CC(=O)c1ccc(NC(=O)CSc2nnc(C3CC3)n2C)cc1,0,0%,3%,-2,0%,2%,2%,-4,7,-1%
Cc1cc(NC(=O)COc2ccc3ccccc3c2)no1,-2,27%,-8%,5,-1%,9%,-8%,4,-3,0%
CN(Cc1ccc(-n2cccn2)cc1)Cc1cn(C)nc1-c1ccccc1F,-31,3%,-4%,1,5%,1%,1%,16,6,6%
COC(=O)CSc1nc2cc(C)ccc2cc1C#N,-4,?,-8%,?,-1%,-4%,-4%,-1,-2,1%

# Some of the compounds tested; the hit share may differ from the screen's.
